A-T KAP1 phos: candidate therapy for ataxia-telangiectasia. […] A-T fibroblasts, KAP-1 phosphorylation AlphaLISA; neocarzinostatin DNA damage 30 min before lysis. Potency, µM (top dose mostly 57.5 µM), for inactives: at the top dose activation, usual class: activators. 0.19% of 320,000 active. AID 485349; further: potency means the concentration at half of the fitted maximal effect; % of control where 0% means no effect; nearly all actives have a fitted effect of over 45% in size
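hTERT-immortalized A-T patient fibroblasts ([…]), 500 cells/well in OPTI-MEM, 1% FBS, got compounds for 60 min, then NCS for 30 min at 37C. Lysates were then assayed for phospho-KAP-1 by AlphaLISA (anti-pKAP1 donor, anti-KAP1 acceptor beads), 6 hr at 25C.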
TSHR antagonist: human thyrotropin receptor antagonism; P16473; TSHR-expressing cells, TSH-stimulated cAMP HTRF, 2 h; active compounds read low; activity change, negative = inhibition, % at 11.5 µM; 0.2% of 330,000 active;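 active means activity change below a set negative limit, meaning inhibition stronger than a set level, cut at about -70% in these data; inconclusive means activity change between two set negative limits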; further: on the % scale 0 is the no-effect control and ±100 the full control effect
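Read-out is FRET at 665 nm (cryptate excitation 337 nm) from a cryptate-tagged anti-cAMP antibody, competed by cell cAMP against cAMP-d2. Compounds are tested on freshly harvested TSHR cells challenged with 4nM TSH (EC80) for 2 hours at 37 deg C.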
Mito fusion act: mitochondrial division inhibition or fusion activation | AID 485298 | Potency, µM (top dose mostly 46.1 µM), inactives show at the top dose growth rescue (activation), actives largely listed as activators | 0.23% of 320,000 active | S. cerevisiae fusion-defective mutant growth rescue, CellTiterGlo 48 h;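 further: potency means the concentration at half of the fitted maximal effect; % of control where 0% means no effect; nearly all actives have a fitted effect of over 45% in size; temperature-sensitive fusion mutants such as fzo1-1 at 37 °C on non-fermentable ethanol glycerol medium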
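Compounds are tested for their ability to restore growth of mitochondrial fusion-defective yeast strains at non-permissive 37C in YPEG medium over 48 hours. Viability is quantified by luciferase luminescence.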
PTAP TSG101 blk: blocks PTAP/TSG101 interaction to inhibit HIV-1 budding | Q99816 | Fluorescence polarization, FITC-PTAP peptide / Tsg101 binding | Potency, µM (doses to about 115 µM), without a hit: at the highest dose activity change, negative = inhibition, usual class: inhibitors | 340,000 tested, under 10 active; active means well fitted inhibition curve with a large enough effect in the main read-out, with a control signal flat, not every such curve was filed as active; inconclusive means small, poorly fitted or top-dose-only effect, or effect the other way, or a change in a side signal; inactive means no such curve, though single readings can be large or run the other way; further: potency means the concentration at half of the fitted maximal effect; % of control where 0% means no effect
Target sequence (Q99816 whole entry, looked up): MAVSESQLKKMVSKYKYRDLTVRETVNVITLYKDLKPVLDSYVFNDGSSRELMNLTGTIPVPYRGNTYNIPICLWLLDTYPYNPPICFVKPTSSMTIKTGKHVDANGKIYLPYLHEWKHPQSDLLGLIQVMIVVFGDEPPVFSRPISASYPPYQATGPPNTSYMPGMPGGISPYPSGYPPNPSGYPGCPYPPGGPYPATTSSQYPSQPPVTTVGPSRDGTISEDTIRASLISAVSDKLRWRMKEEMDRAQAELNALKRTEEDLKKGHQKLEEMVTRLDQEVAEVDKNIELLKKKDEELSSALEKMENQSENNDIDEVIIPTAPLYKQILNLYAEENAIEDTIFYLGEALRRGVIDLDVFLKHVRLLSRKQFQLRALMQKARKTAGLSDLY
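Fluorescence anisotropy tracks displacement of a FITC-tagged PTAP peptide (50 nM) from the Tsg101 binding domain (10 uM), following a 20 min room-temperature incubation at pH 7.5.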
CXXC DNA block: inhibitors of human MLL CXXC domain-DNA interaction; Q03164; MLL-CXXC / FITC-HOXA9 DNA fluorescence polarization; Potency, µM (highest dose often 115 µM), for inactives: at the highest dose activity change, negative = inhibition, usual class: inhibitors; 0.037% of 290,000 active; AID 2662; active means well fitted inhibition curve with a large enough effect in the polarisation, with a control signal flat, not every such curve was filed as active; inconclusive means small, poorly fitted or top-dose-only effect, or effect the other way, or a change in a side signal; inactive means no such curve, though single readings can be large or run the other way; the % refers to the polarisation; further: potency means the concentration at half of the fitted maximal effect
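Fluorescence polarization: 7 uM MLL-CXXC (stock) preincubated 5 min with compounds, then 50 nM fluorescein-HOX-A9 DNA (stock) added; 30 min ambient. Buffer 50 mM Tris-HCl pH 7.5, 50 mM NaCl, 1 mM DTT, 0.05% BSA.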
Menin MLL FP TR: displaces Texas Red mutant MLL peptide from human menin. O00255. Menin + Texas Red MLL mutant peptide, fluorescence polarization. Potency, µM (titrated, usually from 61.6 µM), without a hit: at the top dose FP activity change, negative = inhibition, usual class: inhibitors. 0.23% of 270,000 active; active means well fitted inhibition curve with a large enough effect in the polarisation, with a control signal flat, not every such curve was filed as active; inconclusive means small, poorly fitted or top-dose-only effect, or effect the other way, or a change in a side signal; inactive means no such curve, though single readings can be large or run the other way; the % refers to the polarisation; further: potency means the concentration at half of the fitted maximal effect; % of control where 0% means no effect; many of its hits are not listed in these tables
Target sequence (O00255 whole entry, looked up): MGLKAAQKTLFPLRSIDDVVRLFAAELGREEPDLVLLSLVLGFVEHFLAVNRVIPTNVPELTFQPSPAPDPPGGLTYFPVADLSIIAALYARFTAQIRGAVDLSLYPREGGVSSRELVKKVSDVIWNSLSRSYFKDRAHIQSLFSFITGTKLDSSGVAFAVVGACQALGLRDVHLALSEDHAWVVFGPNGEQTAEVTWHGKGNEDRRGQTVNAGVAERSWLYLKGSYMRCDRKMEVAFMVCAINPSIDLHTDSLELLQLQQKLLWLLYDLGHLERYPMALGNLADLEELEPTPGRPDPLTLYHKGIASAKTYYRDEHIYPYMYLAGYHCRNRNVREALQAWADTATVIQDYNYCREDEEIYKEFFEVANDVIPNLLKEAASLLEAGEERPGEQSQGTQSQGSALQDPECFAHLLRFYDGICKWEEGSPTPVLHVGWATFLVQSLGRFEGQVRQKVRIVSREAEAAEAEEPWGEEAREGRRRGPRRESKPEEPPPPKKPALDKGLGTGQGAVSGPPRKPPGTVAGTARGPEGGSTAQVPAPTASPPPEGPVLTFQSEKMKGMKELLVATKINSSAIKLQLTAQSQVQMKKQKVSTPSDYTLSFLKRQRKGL
MBNL1 CUG block: blocks human MBNL1 binding to CUG repeat RNA | 0.036% of 280,000 active | TR-FRET MBNL1-His/biotin-(CUG)12 binding, 665/545 ratio | Q9NR56 | AID 2675 | Potency, µM (doses to about 57.5 µM), inactives show at the highest dose activity change, negative = inhibition, usual class: inhibitors; active means well fitted inhibition curve with a large enough effect in the signal ratio, with a control signal flat, not every such curve was filed as active; inconclusive means small, poorly fitted or top-dose-only effect, or effect the other way, or a change in a side signal; inactive means no such curve, though single readings can be large or run the other way; the % refers to the signal ratio; further: potency means the concentration at half of the fitted maximal effect; on the % scale 0 is the no-effect control and ±100 the full control effect
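TR-FRET between His-tagged MBNL1 and biotin-(CUG)12 RNA, detected with Tb anti-His antibody (0.055 ng/ul) and streptavidin-XL665 (5 nM), 60 min at room temperature. Compounds titrated 92 nM to 58 uM; 665/545 nm ratio normalized to buffer and complex controls.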
TCR act: activators of T cell receptors | primary human leukocytes, anti-CD3, IL-2 HTRF, 48 h | 330,000 tested, under 10 active | Potency, µM (highest dose often 9.22 µM), without a hit: at the highest dose activation of IL-2 secretion, usual class: activators | AID 504894; further: % of control where 0% means no effect
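IL-2 produced over 48 hr by a-CD3 bead-stimulated primary human leukocytes exposed to compounds was detected with a homogeneous time-resolved FRET immunoassay, 665nm acceptor signal after 320nm excitation.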
S-ASM inh: human S-ASM enzyme inhibition. P17405. AID 504937. Potency, µM (series often up to 57.5 µM), inactives show top-dose activity change, negative = inhibition, most hits filed as inhibitors. 0.006% of 340,000 active. placental ASM, HMU-PC fluorogenic substrate, 60 min; further: potency means the concentration at half of the fitted maximal effect
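qHTS format. ASM enzyme prepared from human placenta hydrolyses the fluorogenic substrate HMU-PC0 (9 uM final) over 60 min at 37 °C after a 10 min compound preincubation.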
Integrin act MD: integrin-mediated muscular dystrophy alleviation activation; alpha7betagal myoblasts, beta-gal FDG fluorescence, 48 h; Potency, µM (titrated, usually from 38.3 µM), without a hit: top-dose activation, hits mostly activators; AID 624291; 0.064% of 350,000 active;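 further: potency means the concentration at half of the fitted maximal effect; 100% = response of the positive control SU9516; nearly all actives have a fitted effect of over 60% in size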
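alpha7betagal+/- myoblasts (passage 13, 250/well) treated 48 h at 37C with compounds at 1:260 dilution of DMSO stock. Lysed, then beta-galactosidase activity read as FDG fluorescence (ex 480/em 540) after 30 min, with pre-read for autofluorescence.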
The depositor's hits bear a star; ? = inconclusive; . = no result given; [ ] = dose if it differs, or a comment. Unless noted, the call rests on the fitted dose curve; in most records, active means well fitted curve in the direction sought with a large enough effect; inconclusive means small, poorly fitted or top-dose-only effect, or another doubt; inactive means no such curve, though single readings can be large; an effect the other way counts as inactive or inconclusive. An excerpt. The share of hits here may be higher or lower than overall.

cpd	SMILES	A-T KAP1 phos	TSHR antagonist	Mito fusion act	PTAP TSG101 blk	CXXC DNA block	Menin MLL FP TR	MBNL1 CUG block	TCR act	S-ASM inh	Integrin act MD
1	COc1ccccc1C(CNC(=O)c1ccc(S(=O)(=O)N2CCCCC2)cc1)N(C)C (centres undefined)	-6%	-10	-1%	-1%	.	.	.	11%	-1%	16%
2	NC(=O)COC(=O)/C=C/c1ccc(S(=O)(=O)N2CCCCCC2)cc1	1%	-6	-6%	-1%	11%	1%	?	-3%	-3%	-51%[inhibitor]
3	Nc1nc(NC(=O)CCC(=O)O)nn1-c1ccccc1	9%	1	2%	1%	4%	.	-12%	-6%	2%	4%
4	CCOC(=O)c1c(C)[nH]c(C(=O)OCC(=O)NCc2ccc(OC)c(OC)c2)c1C	-10%	-14	-1%	-3%	.	.	.	-3%	3%	0%
5	CC(NC(=O)CN1CCN(S(=O)(=O)c2ccc(Br)cc2)CC1)c1ccccc1 (centres undefined)	15%	0	-3%	-3%	.	.	.	2%	.	13%
6	COc1ccc(C(=O)CC(c2ccccc2)C2C(=O)CCCC2=O)cc1 (centres undefined)	.	13	0%	1%	1%	-1%	7%	2%	0%	15%
7	C/C=C/C(=O)OCC(=O)NC(=O)NC(C)C	2%	-2	-6%	-9%	0%	-7%	-1%	3%	0%	-19%
8	Cc1ccc(C(=O)C(C)OC(=O)Cn2[nH]c(=O)c3ccccc3c2=O)cc1C (centres undefined)	-2%	8	-2%	-1%	-9%	.	8%	0%	-2%	29%
9	Cc1ccc(CNCc2ccccc2Cl)cc1	2%	-2	-2%	-2%	5%	-4%	1%	1%	1%	8%
10	O=C(NCc1ccccc1Cl)C1CCC(=O)N(CC2CCCCC2)C1 (centres undefined)	4%	-4	-2%	-2%	-5%	.	-8%	3%	5%	9%
11	CCOC(=O)C1CCCN(S(=O)(=O)c2ccc3ccccc3c2)C1 (centres undefined)	-2%	-10	-5%	2%	-8%	.	6%	-17%	-1%	-5%
12	CCC1CCCCN1C(=O)CSc1nc(N)cc(N)n1 (centres undefined)	4%	-1	-1%	0%	-1%	1%	8%	-7%	3%	-27%

New compounds follow.
cpd	SMILES	A-T KAP1 phos	TSHR antagonist	Mito fusion act	PTAP TSG101 blk	CXXC DNA block	Menin MLL FP TR	MBNL1 CUG block	TCR act	S-ASM inh	Integrin act MD
13	CCOC(=O)c1cnc(SCc2nc(N)nc(Nc3ccccc3)n2)nc1N	0%	2	-3%	1%	74%[activator]	8%	4%	0%	0%	-15%
14	O=C(CSc1n[nH]c(=O)n1-c1ccc2c(c1)OCCO2)Nc1ccccc1	22%	2	1%	-4%	6%	.	.	-4%	1%	38%
15	COC(=O)c1ccccc1NC(=S)N1CCN(c2ccccc2)CC1	-11%	-5	-24%	-3%	4%	-4%	1%	-7%	2%	20%
16	Cc1ccc(NC(=O)CN2CCN(C(=O)c3ccco3)CC2)cc1S(=O)(=O)N(C)C	.	.	.	-1%	.	.	.	1%	1%	-6%
17	Cc1nn(-c2ccccc2)c2nc(N)c(C#N)c(-c3ccc(C(C)(C)C)cc3)c12	-3%	-7	3%	-3%	2%	.	-1%	-4%	3%	24%
18	CCN(C(=O)Cn1ccc(C(F)(F)F)n1)c1c(N)n(Cc2ccccc2)c(=O)[nH]c1=O	5%	-4	5%	0%	.	.	.	1%	-2%	-12%
19	O=C(NNS(=O)(=O)c1ccc([N+](=O)[O-])cc1)C1CCCCC1	10%	19	2%	-4%	2%	.	?	11%	3%	11%
20	CCOc1ccc(S(=O)(=O)NCCC(=O)NCCc2ccc(OCC)c(OCC)c2)cc1	.	2	-3%	-2%	.	.	.	3%	2%	-15%
21	CC(=O)c1ccc(OCC(=O)c2cc(C)n(-c3ccc4c(c3)OCO4)c2C)cc1	3%	-33	?	-2%	5%	1%	8%	-3%[46.1 µM]	-1%	-25%
22	COc1ccc(CCNC(=O)C2CCC(=O)N(CC3CCCCC3)C2)cc1 (centres undefined)	1%	7	-2%	2%	1%	-7%	-8%	3%	2%	29%
23	O=C(c1cc([N+](=O)[O-])ccc1N1CCCC1)N1CCCC1	0%	1	2%	-3%	-8%	-6%	?	0%	-9%	-23%
24	COc1ccc(CC(=O)Oc2ccc(Cl)cc2Br)cc1S(=O)(=O)N1CCOCC1	1%	9	-3%	-12%	.	.	.	-5%	5%	22%

Some of the entries above, set out differently:
(13) CCOC(=O)c1cnc(SCc2nc(N)nc(Nc3ccccc3)n2)nc1N
(14) O=C(CSc1n[nH]c(=O)n1-c1ccc2c(c1)OCCO2)Nc1ccccc1
(15) COC(=O)c1ccccc1NC(=S)N1CCN(c2ccccc2)CC1
(16) Cc1ccc(NC(=O)CN2CCN(C(=O)c3ccco3)CC2)cc1S(=O)(=O)N(C)C
(17) Cc1nn(-c2ccccc2)c2nc(N)c(C#N)c(-c3ccc(C(C)(C)C)cc3)c12
(18) CCN(C(=O)Cn1ccc(C(F)(F)F)n1)c1c(N)n(Cc2ccccc2)c(=O)[nH]c1=O
(19) O=C(NNS(=O)(=O)c1ccc([N+](=O)[O-])cc1)C1CCCCC1
(20) CCOc1ccc(S(=O)(=O)NCCC(=O)NCCc2ccc(OCC)c(OCC)c2)cc1
entry no.	13	14	15	16	17	18	19	20
A-T KAP1 phos	0%	22%	-11%	.	-3%	5%	10%	.
TSHR antagonist	2	2	-5	.	-7	-4	19	2
Mito fusion act	-3%	1%	-24%	.	3%	5%	2%	-3%
PTAP TSG101 blk	1%	-4%	-3%	-1%	-3%	0%	-4%	-2%
CXXC DNA block	74%[activator]	6%	4%	.	2%	.	2%	.
Menin MLL FP TR	8%	.	-4%	.	.	.	.	.
MBNL1 CUG block	4%	.	1%	.	-1%	.	?	.
TCR act	0%	-4%	-7%	1%	-4%	1%	11%	3%
S-ASM inh	0%	1%	2%	1%	3%	-2%	3%	2%
Integrin act MD	-15%	38%	20%	-6%	24%	-12%	11%	-15%

Following part
cpd	SMILES	A-T KAP1 phos	TSHR antagonist	Mito fusion act	PTAP TSG101 blk	CXXC DNA block	Menin MLL FP TR	MBNL1 CUG block	TCR act	S-ASM inh	Integrin act MD
25	CN(C)/C=C\C(=C/C(=O)C(F)(F)F)Nc1ccccc1Oc1ccccc1	1%	-33	5%	0%	-8%	?	8%	-5%	-6%	-41%
26	Cc1cnc(C(=O)Nc2ccc(C(=O)N3CCCCC3)cc2)cn1	-2%	33	0%	-1%	-3%	5%	-2%	-4%	-2%	21%
27	COc1ccc2[nH]c3c(c2c1)CCN1C(=O)C(CC(=O)NCCc2ccccn2)C[C@H](C(=O)N2CCOCC2)[C@@]31CCC1CCCC1 (some centres undefined)	0%	-1	.	-3%	.	.	.	-3%[46.1 µM]	0%	-9%
28	COc1ccccc1C(=O)NC(=O)COc1ccc([N+](=O)[O-])cc1	1%	-2	-6%	1%	.	.	.	-1%	.	14%
29	COC(=O)c1cc(S(=O)(=O)Nc2ccc(C)cn2)c[nH]1	-5%	-10	-3%	-6%	14%	11%	-4%	5%	3%	12%
30	O=C(NCc1ccccn1)C1CCN(S(=O)(=O)c2ccccc2C(F)(F)F)CC1	-1%	-4	-3%	-5%	.	.	.	.	1%	4%
31	CCCn1c(SCC(=O)Nc2nnc(CC)s2)nnc1-c1ccncc1	0%[11.5 µM]	1	-2%	-4%	-2%	4%	-7%	4%	1%	-9%
32	FC(F)(F)c1cccc(Cc2noc(CN3CCCCC3c3ccccn3)n2)c1 (centres undefined)	-1%	-17	28%	1%	9%	-3%	-9%	6%	1%	?
33	Cc1cc(=O)n2[nH]c(-c3cccnc3)nc2n1	-3%	2	-4%	.	12%	-8%	0%	.	.	.
34	CC(=O)Oc1cccc(N2C(=O)C3C4C=CC(C4=C(C)C)C3C2=O)c1 (centres undefined)	-6%	-8	0%	-6%	3%	?	-7%	.	-1%	-6%
35	CN(C)c1ccc(/C=N/NC(N)=S)cc1[N+](=O)[O-]	-1%	-11	-6%	0%	-2%	21%	?	13%	-2%	-5%
36	Cc1cccc(CCNC(=O)c2cc(S(=O)(=O)N3CCCC3)cn2C)c1	13%	-2	2%	-6%	.	-8%	2%	0%	5%	13%
